Source: PubChem
ER stress rescue: rescue of cells from ER stress-induced death, primary screen, 384-well, CSM14.1, thapsigargin, ATP luminescence (AID 1222); 190,000 tested, under 10 active; one-dose cellular ATP content (survival), % at 20 µM; EC50 in µM for titrated hits; CSM14.1 thapsigargin-induced death rescue, ATP luminescence; higher % means a stronger effect;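 active means EC50 below 50 µM in the dose-response confirmation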;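 further: death triggered by thapsigargin at about 15 µM added after 2 h compound pretreatment; cell ATP read after overnight thapsigargin exposure of roughly 18 to 22 hours; normalized against plate controls of thapsigargin alone and 5% DMSO vehicle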
SV40 large T antigen: SV40 large T antigen inhibitors, biochemical (AID 1903) | SV40 large T antigen ATPase/helicase inhibition assay; higher % means a stronger effect | inhibition, % at 20 µM, or IC50 in µM where a hit was titrated | 310,000 tested, 0.39% active; in the data active means a potency from the dose series; further: strong numbers were not always called active
RSV CPE inhibition: RSV antiviral activity via CPE protection, HEp-2 cells, primary 10 µM value included (AID 2391). HEp-2 cells, RSV-induced CPE inhibition; higher % means a stronger effect. CPE inhibition, % at 10 µM; hits with a dose series show IC50 in µM. 310,000 tested, 0.13% active; in the data active means a potency from the dose series; further: strong numbers were not always called active
West Nile antiviral: inhibition of WNV-induced cytopathic effect – cell-based, CPE readout (AID 1621); West Nile virus-infected cells, CPE inhibition; higher % means a stronger effect; CPE inhibition, % at 10 µM, or IC50 in µM where a hit was titrated; 290,000 tested, 0.02% active; in the data active means a potency from the dose series; further: strong numbers were not always called active
GPR35 arrestin U2OS: inhibition of zaprinast-stimulated GPR35 beta-arrestin translocation – imaging, U2OS, beta-arrestin-GFP, zaprinast agonist, primary screen (AID 2058); 290,000 tested, 0.052% active; U2OS GPR35 beta-arrestin-GFP translocation imaging, zaprinast antagonism; higher % means a stronger effect; inhibition, % at 10 µM, or IC50 in µM where a hit was titrated;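 active means inhibition of at least 50% with at least 30 cells and total cytoplasm GFP at most 10,000,000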
Dengue-2 NS5 capping: Dengue-2 NS5 methyltransferase inhibitors, primary screen, biochemical, confirmation dose response (AID 588689); one-dose inhibition, % at 25 µM; IC50 in µM for titrated hits; 340,000 tested, 0.3% active; Dengue-2 NS5 methyltransferase capping enzyme assay, biochemical; higher % means a stronger effect; in the data active means a potency from the dose series
LYP phosphatase: inhibitors of LYP phosphatase, biochemical, fluorescence intensity, uHTS (AID 1779). 290,000 tested, 0.054% active. inhibition, % at 11.5 µM; hits with a dose series show IC50 in µM. recombinant LYP phosphatase, fluorescence intensity; higher % means a stronger effect; in the data active means inhibition above about 50%;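 further: plate controls were vehicle with enzyme for no effect and no enzyme for full effect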
Rac1 GTP hydrolysis: MgcRacGAP GTPase-activating activity inhibitors, confirmation, biochemical, ADP Hunter fluorescence; inhibition, % at 30 µM; hits with a dose series show IC50 in µM; MgcRacGAP-stimulated Rac1 GTP hydrolysis, ADP Hunter fluorescence; higher % means a stronger effect; GST-tagged Rac1 F28L mutant substrate; 340,000 tested, 0.6% active; AID 624330;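 active means first-screen hits whose inhibition reached a set limit at any dose in the follow-up dose series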;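 further: fluorescence reports GDP produced by GAP-driven GTP hydrolysis; strong numbers were not always called active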
Salmonella PhoP GFP: inhibitors of PhoP regulon expression, primary screen, Salmonella Typhimurium, GFP reporter (AID 1863) | S. Typhimurium PhoP-regulated promoter GFP reporter, 4 h; higher % means a stronger effect | 300,000 tested, 0.16% active | inhibition, % at 50 µM; hits with a dose series show IC50 in µM;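 active means inhibition over 29.93%, a cutoff 3 SD above the screen mean, later confirmed by dose response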;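 further: 0% = low Mg2+ inducing control and 100% = high Mg2+ repressing control; strong numbers were not always called active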
Dengue-2 NS5 capping pilot replicate: also measured in Dengue-2 NS5 capping; calls as there; inhibition, %; measured here: pilot screen replicate inhibition
Active calls of the source: *; . = not tested or not shown. Compounds were not picked by outcome; overall some 1.5% were active at least once.

SMILES | ER stress rescue | SV40 large T antigen | RSV CPE inhibition | West Nile antiviral | GPR35 arrestin U2OS | Dengue-2 NS5 capping | LYP phosphatase | Rac1 GTP hydrolysis | Salmonella PhoP GFP | others
Fc1ccccc1C(c1nnnn1Cc1ccc2c(c1)OCO2)N1CCN(Cc2ccco2)CC1 (stereo not drawn) | -0.1% | -6% | 2.0% | -0.6% | -8% | -3% | -4% | -7% | -8%
COc1ccc(C(=O)Nc2nc3ccc(S(C)(=O)=O)cc3s2)cc1 | -0.7% | 8% | 2.1% | . | -6% | -1% | -2% | 0% | 7%
CCc1cc2c(SCC(=O)c3ccc(Cl)s3)ncnc2s1 | -0.5% | 2% | 4.4% | 0.2% | -7% | -1% | 2% | 4% | -7%
[N-]=[N+]=N[C@@H](CCN1CC[C@H](NC(=O)OCc2ccccc2)CCC1=O)c1ccccc1 | . | -4% | -1.6% | -1.6% | 3% | 0% | -2% | 4% | -8%
COCCNc1nc(-c2cc(C)n(CCc3ccc(OC)cc3)c2C)cs1 | -1.7% | 3% | 0.5% | 1.1% | 9% | 6% | 2% | 19% | 7%
Cc1ccc(CN(C(=O)COc2ccc(C)c(C)c2)C2CCS(=O)(=O)C2)o1 (stereo not drawn) | . | 12% | 1.9% | -0.5% | 12% | -4% | -7% | 17% | -1%
CCc1ccccc1NC(=S)N(CCc1ccncc1)C(C)C | -4.9% | 39% | 1.5% | -1.2% | 2% | -7% | -3% | 3% | -6%
Cc1ccccc1NC(=O)COC(=O)CN1C(=O)NC(C)(C)C1=O | -1.2% | 23% | 0.9% | 0.8% | 8% | -10% | -6% | 6% | -1%
COc1cc(NC(=O)c2ccc(COCC(F)(F)F)o2)cc(OC)c1OC | . | -2% | -1.3% | -1.0% | -8% | 0% | 3% | 3% | 12%
CCn1c(SCC(=O)c2cccs2)nnc1-c1ccco1 | 0.8% | 13% | 2.4% | -0.4% | 8% | -3% | -2% | -3% | -6%
CC(C)C1CC(CCN)(c2ccccc2)CCO1 (stereo not drawn) | . | 7% | -1.9% | 0.4% | 4% | -4% | -6% | 22% | -6%
CCOc1ccc2[nH]c(=O)c(CN(CCCN3CCOCC3)Cc3nnnn3Cc3ccc(OC)cc3)cc2c1 | -2.7% | 12% | -2.3% | 0.1% | 14% | -9% | 4% | 10% | -1%
CCCCn1c(N)c(N(CCOC)C(=O)c2ccc(N3C(=O)CCC3=O)cc2)c(=O)[nH]c1=O | . | 29% | -1.7% | . | . | 5% | . | 1% | -5%
COCCNC(=O)c1onc(CSc2ccc(C(C)C)cc2)c1C(=O)O | 3.3% | 2% | 0.2% | 1.6% | -2% | -1% | -6% | 4% | -8%
COc1ccc(C)cc1S(=O)(=O)N1CCCC(C(=O)NC2CC2)C1 (stereo not drawn) | . | 1% | -0.2% | -0.7% | -23% | -5% | -11% | 8% | 3%
COc1ccccc1-n1c(SCC(=O)OC(C)C)nc2cccnc21 | . | 6% | 1.2% | 0.1% | -15% | -5% | -6% | 10% | 0%
COCC(C)n1c(SCC(=O)NC(=O)Nc2ccc3c(c2)OCCO3)nc2ccccc2c1=O (stereo not drawn) | -0.6% | -1% | 4.0% | 0.3% | -5% | -4% | 8% | 5% | -15%
CC(C)CCNc1nc(N)c([N+](=O)[O-])c(NC2CCCCC2)n1 | . | 8% | 1.9% | -0.6% | 2% | 2% | -2% | 6% | -6%
Cc1csc(SCC(=O)NC2CCC(C)CC2)n1 (stereo not drawn) | . | -1% | -0.5% | . | . | 4% | . | -7% | 7%
COc1ccccc1N(C)S(=O)(=O)c1ccc(C(=O)OCC(N)=O)cc1 | 0.0% | 6% | 2.9% | 0.4% | 11% | -7% | -1% | -7% | 4%

Not a retest: entries from further up.
SMILES | ER stress rescue | SV40 large T antigen | RSV CPE inhibition | West Nile antiviral | GPR35 arrestin U2OS | Dengue-2 NS5 capping | LYP phosphatase | Rac1 GTP hydrolysis | Salmonella PhoP GFP | others
COc1cc(NC(=O)c2ccc(COCC(F)(F)F)o2)cc(OC)c1OC | . | -2% | -1.3% | -1.0% | -8% | 0% | 3% | 3% | 12%
CCn1c(SCC(=O)c2cccs2)nnc1-c1ccco1 | 0.8% | 13% | 2.4% | -0.4% | 8% | -3% | -2% | -3% | -6%
CC(C)C1CC(CCN)(c2ccccc2)CCO1 (stereo not drawn) | . | 7% | -1.9% | 0.4% | 4% | -4% | -6% | 22% | -6%
CCOc1ccc2[nH]c(=O)c(CN(CCCN3CCOCC3)Cc3nnnn3Cc3ccc(OC)cc3)cc2c1 | -2.7% | 12% | -2.3% | 0.1% | 14% | -9% | 4% | 10% | -1%
CCCCn1c(N)c(N(CCOC)C(=O)c2ccc(N3C(=O)CCC3=O)cc2)c(=O)[nH]c1=O | . | 29% | -1.7% | . | . | 5% | . | 1% | -5%
COCCNC(=O)c1onc(CSc2ccc(C(C)C)cc2)c1C(=O)O | 3.3% | 2% | 0.2% | 1.6% | -2% | -1% | -6% | 4% | -8%
COc1ccc(C)cc1S(=O)(=O)N1CCCC(C(=O)NC2CC2)C1 (stereo not drawn) | . | 1% | -0.2% | -0.7% | -23% | -5% | -11% | 8% | 3%
COc1ccccc1-n1c(SCC(=O)OC(C)C)nc2cccnc21 | . | 6% | 1.2% | 0.1% | -15% | -5% | -6% | 10% | 0%
COCC(C)n1c(SCC(=O)NC(=O)Nc2ccc3c(c2)OCCO3)nc2ccccc2c1=O (stereo not drawn) | -0.6% | -1% | 4.0% | 0.3% | -5% | -4% | 8% | 5% | -15%
CC(C)CCNc1nc(N)c([N+](=O)[O-])c(NC2CCCCC2)n1 | . | 8% | 1.9% | -0.6% | 2% | 2% | -2% | 6% | -6%
Cc1csc(SCC(=O)NC2CCC(C)CC2)n1 (stereo not drawn) | . | -1% | -0.5% | . | . | 4% | . | -7% | 7%
COc1ccccc1N(C)S(=O)(=O)c1ccc(C(=O)OCC(N)=O)cc1 | 0.0% | 6% | 2.9% | 0.4% | 11% | -7% | -1% | -7% | 4%

Carrying on.
SMILES | ER stress rescue | SV40 large T antigen | RSV CPE inhibition | West Nile antiviral | GPR35 arrestin U2OS | Dengue-2 NS5 capping | LYP phosphatase | Rac1 GTP hydrolysis | Salmonella PhoP GFP | others
O=C(Nn1cnnc1)c1ccccc1F | . | 7% | 2.7% | 0.1% | -3% | -1% | -4% | 12% | -8% | Dengue-2 NS5 capping pilot replicate=-2.7
CC(C)CCNC(=O)Cn1c(=O)oc2cc(S(=O)(=O)N3CC(C)CC(C)C3)ccc21 (stereo not drawn) | -0.4% | 1% | 1.8% | -0.4% | 3% | -3% | -3% | 6% | 17%
CCCCN(CC)S(=O)(=O)c1ccccc1 | 0.0% | 1% | -0.1% | 0.5% | -9% | -2% | -7% | 5% | -11%
COc1ccc(-c2c3c(nc4sc(C(=O)Nc5cc(C)on5)c(N)c24)CCC3)cc1 | 4.5% | 12% | 3.0% | 0.5% | -26% | -5% | 4% | 7% | 1%
Cc1ccc(-c2nc3ncccc3o2)cc1NC(=O)c1sc2ccccc2c1Cl | 0.5% | 1% | -0.3% | 0.2% | 15% | -2% | -10% | -9% | -5%
Cc1ccc(S(=O)(=O)NNC(=O)c2ccc(F)cc2)cc1 | . | 11% | 0.4% | 0.1% | -5% | 3% | -6% | 12% | 0%
Cc1ccc(-c2cc(C(=O)OCC(=O)N(C)c3c(N)n(Cc4ccccc4)c(=O)[nH]c3=O)c3ccccc3n2)o1 | . | 51% | -1.4% | . | . | 0% | . | 6% | -5%
CCOc1ccc(-c2nc(-c3cccnc3)no2)cc1OCC | -4.2% | 14% | -0.7% | -0.1% | 5% | -3% | 0% | 7% | 1%
C=CCc1ccc(OCCn2cncn2)c(OC)c1 | . | 12% | 6.6% | -0.4% | -6% | -2% | -2% | 14% | -3%
COc1ccc(N(C)C(=O)C2CCN(S(=O)(=O)c3cccc4nsnc34)CC2)cc1 | . | 12% | -0.5% | 0.3% | -10% | -10% | -5% | 12% | -8%
Cn1c(SCC(=O)OCc2ccccc2)nnc1-c1ccco1 | -4.9% | 1% | 1.8% | 0.5% | 0% | -2% | -6% | -6% | -11%
CCOC(=O)c1c(NC(=S)Nc2ccc(Cl)cc2)sc2c1CCN(C)C2 | -2.5% | 20% | 0.8% | -0.1% | -3% | 25% | -7% | 13% | -18%
Cc1cccnc1NC(=O)CCNS(=O)(=O)c1ccc2c(c1)c(=O)n(C)c(=O)n2C | 3.9% | -8% | -1.3% | 0.3% | -1% | -15% | -7% | 4% | 4%
Cc1c(NC(=O)C(C)Oc2ccccc2F)c(=O)n(-c2ccccc2)n1C (stereo not drawn) | . | 12% | 0.7% | 0.1% | 14% | -4% | -8% | 6% | 5%
CC1CCCCC12NC(=O)N(CC(=O)Nc1cccnc1Cl)C2=O (stereo not drawn) | . | -6% | -0.2% | -0.2% | 8% | -7% | -5% | 1% | -2%
CCn1c(SCc2nc3cc(OC)c(OC)cc3c(=O)[nH]2)nc2ccccc21 | -1.6% | 6% | 0.0% | -0.3% | -22% | -4% | -3% | 4% | -4%
Cc1cc(C(=O)O)ccc1-n1c(C)cc(/C=C2\SC(=O)NC2=O)c1C | . | 15% | 18% | -0.9% | 4% | 18% | -3% | 18% | -9%
CCN(CC)C(=O)C1CCCN(c2ccc([N+](=O)[O-])cc2/C=N/NC(=O)c2ccc([N+](=O)[O-])cc2)C1 (stereo not drawn) | 1.9% | 8% | 1.7% | . | 0% | 5% | -1% | 2% | 8%
Cc1csc(N/N=C\c2cccnc2)n1 | 2.2% | 17% | 0.2% | 0.4% | 0% | -8% | -2% | 4% | -4%
COC(=O)c1[nH]c(C)c(/C(O)=C2\C(=O)C(=O)N(CCN(C)C)C2c2cccc(OC)c2OC)c1C (stereo not drawn) | -0.1% | 2% | 1.4% | . | 2% | -3% | 2% | 13% | 14%
O=C(OCCN1CCOCC1)c1ccc2c(c1)OCCO2 | 0.1% | 6% | 1.6% | -0.1% | 1% | -4% | 0% | 2% | -8%
CC1(C)CC(=O)C(CCCN2C(=O)c3ccccc3C2=O)C(=O)C1 | -1.3% | 9% | 1.7% | -0.1% | 3% | -8% | -2% | 1% | 7%
Cc1[nH]n(C)c(=O)c1[N+](=O)[O-] | . | 13% | -0.4% | 0.5% | -11% | 3% | 5% | -2% | -4%
Cc1nc([N+](=O)[O-])c(SCC(N)=O)n1Cc1ccccc1 | 7.7% | 2% | 2.2% | -0.4% | 7% | -5% | -4% | 8% | 4%
COC(CNC(=O)CNC(=S)N(CCCN1CCOCC1)Cc1cccs1)OC | -1.2% | 3% | 0.0% | -0.2% | -2% | -8% | -1% | -4% | 2%
N#CC[C@H](c1ccccc1)N1CCN(Cc2ccccc2)CCC1=O | . | 8% | 0.9% | -0.6% | 15% | -11% | -11% | 5% | 1%
COc1ccc(-n2nc(C(=O)NCC(=O)N3CCN(c4ccccn4)CC3)c3ccccc3c2=O)c(OC)c1 | . | 12% | -1.6% | . | . | -7% | . | 3% | .
